Screening results: PubChem BioAssay, Sanford-Burnham Center for Chemical Genomics
EBI2 block: blocks human EBI2 receptor beta-arrestin signaling. inhibition, % at 5 µM. EBI2 beta-arrestin recruitment, luminescence, 7a,25-OHC stimulated. P32249. 360,000 compounds, 0.81% hits. AID 651636; in the data active = inhibition above about 38%;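 also: enzyme fragment complementation signal reports receptor beta-arrestin coupling in cells; 0% = agonist plus DMSO wells and 100% = wells without agonist; some results beyond the cut were filed as inactive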
A3A deaminase: blocks human APOBEC3A ssDNA deamination; P31941; recombinant A3A, FAM/TAMRA ssDNA deamination fluorescence; inhibition, % at 20 µM; 330,000 compounds, 0.41% hits; AID 493011;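 active = at least 40% inhibition at 20 µM here, with at most 30% in a related deaminase screen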;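 also: plate controls were A3A with DMSO for no effect and wells lacking A3A enzyme for full effect; some results filed as inactive read as strong as hits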
Target sequence (P31941 whole entry, looked up): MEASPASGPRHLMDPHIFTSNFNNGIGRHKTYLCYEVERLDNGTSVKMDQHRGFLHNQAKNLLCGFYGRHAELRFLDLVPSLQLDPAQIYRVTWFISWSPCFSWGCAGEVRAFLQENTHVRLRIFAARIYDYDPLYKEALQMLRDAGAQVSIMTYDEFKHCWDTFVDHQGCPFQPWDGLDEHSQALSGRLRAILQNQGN
APOBEC3G inh: inhibitors of human APOBEC3G DNA deaminase | 330,000 compounds, 0.28% hits | recombinant A3G, ssDNA deamination FAM/TAMRA fluorescence | inhibition, % at 20 µM;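 active = inhibition of at least 40% at 20 µM, with no more than 30% in the related APOBEC3A deaminase screen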;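 also: plate controls were DMSO wells with A3G for no effect and wells lacking A3G enzyme for full effect; some compounds called inactive have numbers as strong as hits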
Target sequence (Q9HC16 whole entry, looked up): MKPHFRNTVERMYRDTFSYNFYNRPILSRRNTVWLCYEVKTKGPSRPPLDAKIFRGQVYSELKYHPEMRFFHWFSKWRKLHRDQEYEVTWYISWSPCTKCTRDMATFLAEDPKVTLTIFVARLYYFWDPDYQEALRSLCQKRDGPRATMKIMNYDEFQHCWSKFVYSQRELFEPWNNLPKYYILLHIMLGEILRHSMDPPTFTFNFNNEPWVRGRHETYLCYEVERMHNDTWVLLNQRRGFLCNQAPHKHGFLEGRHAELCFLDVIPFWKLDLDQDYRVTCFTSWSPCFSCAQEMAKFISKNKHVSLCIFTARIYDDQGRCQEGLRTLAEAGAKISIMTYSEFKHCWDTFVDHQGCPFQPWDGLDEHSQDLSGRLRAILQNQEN
NR3A LBD binder: modulates the human NR3A ligand-binding domain | NR3A LBD differential scanning fluorimetry, Tm shift; 0% = protein alone, 100% = glycine-bound protein | Tm shift relative to glycine control, % at 25 µM | 340,000 compounds, 2.5% hits;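 active = melting temperature shift of at least 10% of the positive control shift, at one fixed dose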
CCR6 antagonist: blocks CCL20-driven beta-arrestin recruitment at human CCR6 | 340,000 compounds, 0.49% hits | CHO-K1 CCR6 PathHunter beta-arrestin, luminescence, CCL20-stimulated | inhibition, % at 20 µM | AID 493098;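 active = compounds whose inhibition of the agonist-driven luminescence signal at 20 µM reaches about 50%, limit read from the data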;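 also: cells stimulated with CCL20 at 14 nM final; plate controls were DMSO with CCL20 for no effect and DMSO without agonist for full effect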
CXCR6 block: inhibitors of human CXCR6 receptor; O00574; CHO-K1 PathHunter CXCR6 beta-arrestin, luminescence; inhibition, % at 20 µM; 360,000 compounds, 0.36% hits; AID 602244; in the data active = inhibition above about 34%, passing the limit was not always enough;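 also: antagonist mode with CXCL16 agonist at 10 nM final; 0% = 10 nM CXCL16 with DMSO and 100% = unstimulated wells without agonist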
Target sequence (O00574 whole entry, looked up): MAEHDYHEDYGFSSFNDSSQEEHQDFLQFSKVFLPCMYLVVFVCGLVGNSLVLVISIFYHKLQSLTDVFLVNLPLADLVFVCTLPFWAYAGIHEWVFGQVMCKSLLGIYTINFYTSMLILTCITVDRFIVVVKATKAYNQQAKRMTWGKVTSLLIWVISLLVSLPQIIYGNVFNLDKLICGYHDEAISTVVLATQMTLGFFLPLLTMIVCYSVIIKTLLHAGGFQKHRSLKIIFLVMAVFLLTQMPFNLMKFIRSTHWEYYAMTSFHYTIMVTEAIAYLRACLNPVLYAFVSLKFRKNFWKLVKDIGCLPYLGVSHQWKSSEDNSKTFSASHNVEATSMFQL
MPTP inh: permeability transition pore inhibition; inhibition, % at 10 µM; isolated mouse mitochondria, Ca2+ swelling absorbance, 30 min; 360,000 compounds, 1.4% hits;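 active = inhibition of 50% or more, scaled per plate between neutral and stimulator controls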;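 also: 0% = DMSO wells given calcium and 100% = 1 mM EGTA wells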
Gli-Sufu antag: Gli-Sufu pathway antagonism. Sufu-KO-LIGHT fibroblasts, Gli luciferase reporter luminescence. inhibition, % at 5 µM. 340,000 compounds, 0.74% hits. AID 588413;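 active = inhibition above about 55%, limit read from the data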;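 also: 0% = DMSO-treated cells and 100% = wells with medium but no cells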
The depositor's hits bear a star; . = not tested or not shown.

Sequence of screens – EBI2 block	A3A deaminase	APOBEC3G inh	NR3A LBD binder	CCR6 antagonist	CXCR6 block	MPTP inh	Gli-Sufu antag
CN(C)c1ccc(CNC(=O)CN(C)S(=O)(=O)c2ccc3c(c2)c(=O)n(C)c(=O)n3C)cc1
 : -6.4	-6.4	-5.6	-1.6	10.9	2.2	0.5	33.2
N#CCCn1c(=S)[nH]c2ccccc21
 : 12.1	-0.8	-0.6	-0.8	-4.1	-12.6	1.8	9.2
Nc1nonc1-n1nnc(C(=O)N/N=C/c2cccc(Cl)c2)c1-c1ccc2c(c1)OCO2
 : 16.5	-2.6	-5.4	7.1	22.2	6.5	-0.7	-3.2
CCN(C(=O)COC(=O)c1cccc(S(=O)(=O)N(C)C)c1)c1c(N)n(Cc2ccccc2)c(=O)[nH]c1=O
 : -0.9	.	.	-1.7	-9.6	5.6	-1.0	8.3
Cc1ccc(F)cc1CNC(=O)C1CCC(=O)N(CC2CCCCC2)C1 (stereo not given)
 : -9.1	-5.2	-8.9	0.1	8.4	-9.2	0.4	-12.6
O=C(c1ccc(-n2cnnn2)cc1)N1CCOCC1
 : -2.5	-4.7	-4.3	-0.6	8.8	4.8	8.7	4.3
OC(COc1ccc(CN2CCCCO2)cc1)CN1CCCCC1 (stereo not given)
 : -0.3	-0.3	-1.4	1.2	11.6	-5.4	-0.4	.
COCCn1c(C)cc(C(=O)CSc2nc3ccccc3c(=O)n2Cc2ccco2)c1C
 : 13.0	-3.8	-10.3	11.5*	16.6	0.1	2.1	-99.0
Cc1cccc(Nc2nc(-c3ccc4c(c3)OCCO4)cs2)c1
 : 38.6	1.6	1.4	-21.9	-15.4	0.4	1.5	-15.5
CC1CCN(C(=O)CSc2nc3c(cnn3-c3ccc(Cl)cc3)c(=O)[nH]2)CC1
 : 3.1	0.8	4.9	0.8	-6.8	5.9	0.8	9.2
CCSc1ccccc1C(=O)N1CCCC1
 : 2.1	-3.8	-2.7	1.7	-2.2	-12.5	-1.5	-7.5
Cc1ccc(/C=C/C(=O)Nc2cc(S(=O)(=O)N3CCCCCC3)ccc2OCC(F)(F)F)o1
 : 21.6	-0.1	-3.2	2.5	11.8	5.4	0.2	-3.1
CC(C)c1nc2cc(C(=O)N3CCNC(=O)C3c3ccc(F)cc3)ccc2o1 (stereo not given)
 : 1.3	-4.1	-9.8	2.0	-2.8	-7.2	-3.1	22.3
CCOC(=O)Nc1nc(-c2ccc(Cl)cc2Cl)cs1
 : 5.3	4.4	-4.2	1.9	-16.4	-13.5	0.6	-14.7
O=C(OCCN1CCN(c2ncc(C(F)(F)F)cc2Cl)CC1)c1ccc(Cl)cc1
 : 4.1	-5.9	-5.5	-0.4	0.5	5.5	13.9	-7.6
COc1cc(Cl)c(C)cc1NC(=O)CSc1nnc(CN2CCCC2)o1
 : 4.7	2.8	5.1	0.3	-1.9	-4.5	-2.0	1.5
O=C(c1cc2c(=O)n3ccccc3nc2s1)N1CCOCC1
 : -2.0	-0.7	-8.2	2.0	-7.0	-7.4	-0.2	-35.3
CC1CCN(S(=O)(=O)c2ccc(C(=O)Nc3sccc3C(N)=O)cc2)CC1
 : 3.7	-2.3	-10.2	-1.2	10.3	5.6	0.0	2.8
CCOc1ccc(N(Cc2ccc(OC)cc2)C(=O)c2ccco2)cc1
 : -1.1	-4.1	-7.2	-2.5	32.0	12.7	3.3	3.2
CCOC(=O)C1CCN(S(=O)(=O)c2cccc3nonc23)CC1
 : -0.2	-2.9	-5.0	1.0	-5.3	4.0	-1.8	1.0

(more compounds)
Sequence of screens – EBI2 block	A3A deaminase	APOBEC3G inh	NR3A LBD binder	CCR6 antagonist	CXCR6 block	MPTP inh	Gli-Sufu antag
COc1cc2c(cc1OC)C(C)N(C(=O)Nc1cc(C)cc(C)c1)CC2 (stereo not given)
 : -0.6	1.3	-1.7	1.2	-4.4	5.9	0.4	-4.7
Cc1cccc2cc(C(c3nnnn3Cc3ccccc3)N3CCCc4ccccc43)c(=O)[nH]c12 (stereo not given)
 : 21.7	3.3	5.7	-0.5	-3.9	-0.8	-2.6	0.2
COc1ccc(C(C)=O)cc1CC(=O)N(Cc1ccccc1)c1ccccc1
 : 18.4	3.6	-6.0	-2.8	3.5	-4.9	-2.2	-24.8
O=C(Cc1ccccc1)N/N=C/c1ccc[nH]1
 : -5.0	0.3	2.6	-0.6	4.6	1.6	0.1	8.8
Cc1ccc(C(=O)Oc2ccc(/C=N/NC(N)=O)cc2)cc1
 : 2.9	-0.2	-10.0	-1.2	-4.1	3.0	1.2	-5.4
COC(=O)C1CCN(C(=O)C2CCN(C(=O)[C@H](C)NS(=O)(=O)c3ccc(C)cc3)CC2)CC1
 : -5.4	-1.2	-7.4	-0.7	-11.1	0.3	2.8	-10.1
CC(=O)Nc1cccc(C(=O)OCC(=O)NNC(=O)c2cccs2)c1
 : -6.8	-0.5	-8.6	-1.1	9.0	-4.4	0.4	-2.0
COc1ccc(S(=O)(=O)NCC2CCCN(Cc3cccnc3)C2)cc1 (stereo not given)
 : 4.2	-4.9	-7.4	-2.6	-4.5	0.6	-2.2	5.5
COc1ccc(C)cc1NC(=O)CN(C)S(=O)(=O)c1ccc2c(c1)CC(C)N2C(C)=O (stereo not given)
 : -4.6	-7.6	-5.7	0.2	10.5	-3.2	-1.3	12.4
O=C(Nc1ccc(S(=O)(=O)Nc2nccs2)cc1)c1cc(-c2ccccn2)nc2ccccc12
 : -21.0	2.8	-7.4	2.2	16.1	10.1	1.8	-4.1
CCOc1ncccc1C(=O)Nc1nnc(C)s1
 : 3.5	0.2	-1.6	-15.8	11.9	11.7	0.2	-4.0
Cc1cccc(C)c1NC(=O)CNC(=O)Cn1nc(C)c(C)c(C#N)c1=O
 : 1.2	7.4	-11.5	3.0	-4.2	-21.1	0.8	-9.9
Cc1ccc(C(=O)CN2/C(=C(\O)c3ccccc3)C(=O)c3ccccc3S2(=O)=O)c(C)c1
 : -0.7	-2.5	-10.6	0.2	19.9	7.6	-3.8	2.9
CCn1cc(CNC(=O)c2ccc(OC3CCN(Cc4ccccn4)CC3)cc2)cn1
 : 12.4	-2.8	-11.7	-0.4	1.9	-1.4	0.9	14.1
NC(=O)C1CCN(c2nc(-c3cccc(Cl)c3)cs2)CC1
 : 0.4	-2.7	-5.7	-0.2	5.3	6.9	0.3	-95.2
CC(=O)c1c(C)[nH]c(C(=O)OCC(=O)N2CC(C)OC(C)C2)c1C (stereo not given)
 : 1.2	1.6	-7.8	-1.2	2.6	0.5	-0.4	-6.3
O=c1cc[nH]c2c(Cl)cccc12
 : -10.9	1.6	-1.0	-6.6	-1.5	-2.3	-0.2	-3.5
O=C(CSc1nnc2scc(-c3ccc(F)cc3)n12)NCc1ccco1
 : -10.9	-3.4	-7.2	-3.8	4.9	2.0	-1.0	1.3
CN(CC(=O)NC(=O)NCc1ccccc1)Cc1ccc(Cl)c(Cl)c1
 : 2.7	-1.3	-4.7	-10.5	14.7	4.7	-0.9	3.9
COc1ccccc1N1CCN(C(=O)C(=O)c2cn(CC(=O)N3CCCCCC3)c3ccccc23)CC1
 : 6.0	-1.2	-6.6	-0.9	9.2	-3.7	0.5	4.2

Following part.
Sequence of screens – EBI2 block	A3A deaminase	APOBEC3G inh	NR3A LBD binder	CCR6 antagonist	CXCR6 block	MPTP inh	Gli-Sufu antag
CNc1cc(CSC)nc(SCc2ccc(Cl)cc2Cl)n1
 : 8.7	1.2	-1.6	-3.3	19.4	1.5	15.8	2.8
O=C(N/N=C/c1cccc2ccccc12)c1ccccc1Cl
 : 6.3	.	.	-9.1	8.4	-1.4	1.5	.
CC(O)CNc1ncnc2cc(-c3ccc(F)cc3)sc12 (stereo not given)
 : 11.2	-4.0	-5.4	1.0	7.7	-9.8	0.6	14.2
Cc1cc(C)cc(S(=O)(=O)c2cnc3ccccc3n2)c1
 : -24.1	-3.0	-8.3	-1.9	4.5	-4.0	-0.3	4.5
CCO[C@H]1OC(C(N)=O)=C[C@@H](c2csc3ccccc23)[C@@H]1CCCO
 : -8.4	-1.8	-6.8	-1.2	18.5	5.6	0.4	-2.6
O=C(COC(=O)C1CCN(c2ccc(C(F)(F)F)cn2)CC1)c1ccccc1
 : -4.9	-0.3	-8.9	-9.7	26.4	-6.5	0.3	-4.4
CC1=C(C(=O)OCC2CCCO2)C(c2ccccc2OC(C)C)C2=C(CC(c3ccco3)CC2=O)N1 (stereo not given)
 : -2.4	3.1	6.0	-13.7	-1.8	12.9	-0.8	6.3
Cc1ccc(NC(=O)C2COc3ccccc3O2)c(C)c1 (stereo not given)
 : -6.4	-6.2	-6.5	3.3	16.3	0.5	-1.4	19.8
CCCCNC(=O)COC(=O)c1ccc(NC(C)=O)cc1
 : -3.0	0.5	0.6	-3.0	-1.3	-2.4	-3.9	-1.0
COc1cccc(NC(=S)N2CCn3c(nc4ccccc43)C2)c1
 : 0.9	-2.8	-5.6	-1.0	-6.4	-0.1	-0.1	9.9
C=CCCC(=O)N1CCC(n2nccc2NC(=O)c2ccccc2C)CC1
 : -4.2	-3.3	-0.9	-1.3	5.0	2.4	0.1	-13.0
CCc1cc(C(=O)N2CCN(C(=O)c3ccccc3)CC2)sc1C
 : 3.4	0.0	-6.9	-0.4	2.1	2.9	-0.6	-9.4
N/C(CCCN1CCCCC1)=N/O
 : -5.3	4.9	1.1	-0.1	8.1	7.8	-1.6	-2.1
c1ccc(CCOn2ccnc2)cc1
 : -6.1	-2.4	-10.7	1.2	6.4	4.5	0.6	-4.8
Nc1c(C(=O)Nc2nc3ccccc3s2)sc2nc(-c3cccs3)ccc12
 : 6.5	-1.8	-8.4	27.9*	-10.9	3.0	22.4	-13.0
CCCN(CCC)CCCNC(=S)Nc1ccc2nc(N3CCN(C)CC3)cc(C)c2c1
 : -1.5	-0.2	-4.6	0.2	19.4	3.7	-0.4	11.9
Cc1cc(C)c2cc(C(c3nnnn3C3CCCC3)N3CCOCC3)c(=O)[nH]c2c1 (stereo not given)
 : -5.3	5.0	3.1	0.6	-7.7	-2.8	0.4	0.3
Cc1[nH]c2ccc(C(=O)N3CCN(C)CC3)cc2c1C
 : -5.7	-6.6	-1.8	0.2	1.8	-3.6	2.6	-5.8
CS(=O)(=O)Nc1ccc(C(=O)NCCSCc2c(F)cccc2Cl)cc1
 : 11.4	0.6	-3.2	1.2	-17.2	4.2	2.3	3.2
c1ccc(CO/N=C(\c2ccc(C3CC3)nc2)C2CC2)cc1
 : 11.6	-3.0	-5.3	-0.2	16.5	-3.1	-1.6	-4.8
O=C(c1cnsn1)N1CCN(c2ccccc2)CC1
 : -11.1	0.9	2.6	3.3	7.5	-4.2	-1.0	1.8
